GAA850 FXN act: frataxin GAA850 promoter activation | HEK293 lucGAA850 FXN promoter luciferase reporter, 24 h; percent of 10 µM SAHA response | activation, % at 6 µM | 360,000 tested, 0.56% active | AID 540364;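 active means activation above the average of all compounds screened plus 3 SD, cutoff fixed separately per campaign, cut at about 7.5% in these data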;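 further: 0% = DMSO wells and 100% = 10 µM SAHA wells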
NPR2 activator: GC-B (human) receptor activation; P20594; 370,000 tested, 0.11% active; HEK293-GC-B cells, CNP EC30, cGMP TR-FRET; 0% at EC30 CNP, 100% saturating CNP; activation, % at 10 µM;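 active means activation at 10 µM reaching about 35% in either raw or pattern-adjusted values, limit read from the data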
GC-A act: GC-A (human) enzyme activation; P16066; HEK293 GC-A cells, cGMP TR-FRET, EC30 ANP; 0% at EC30 ANP, 100% saturating ANP; activation, % at 10 µM; 370,000 tested, 0.14% active; AID 1671463; in the data active means activation above about 40%
rCAG binder: binds r(CAG) RNA repeats; r(CAG) RNA repeat, TO-PRO-1 dye displacement fluorescence; inhibition, % at 3 µM; 370,000 tested, 1.3% active;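 active means inhibition above the plate cutoff, the mean of all test compounds on that plate plus 3 SD, cut at about 35% in these data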;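 further: 0% = DMSO alone and 100% = 100 µM mitoxantrone as full dye displacement; higher means more dye released from RNA so lower well fluorescence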
ASAP1 GAP inh: blocks human ASAP1-stimulated Arf1 GTP hydrolysis; Q9ULH1; GDP FP detection; inhibition, % at 16.5 µM; 360,000 tested, 0.19% active; AID 624377; in the data active means inhibition above about 25%;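 further: 0% = vehicle with enzyme and substrate and 100% = no enzyme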
ADAM10 inh: inhibits human ADAM10. O14672. inhibition, % at 7 µM. recombinant ADAM10, EDANS/DABCYL FRET peptide cleavage, 3 h. AID 720582. 370,000 tested, 0.62% active;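 active means inhibition above a per-campaign cutoff equal to the mean of compounds falling between control-based bounds plus 3 SD, cut at about 20% in these data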;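 further: 0% = DMSO wells while the 100% control is not disclosed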
Target sequence (O14672 214-748 limits assumed): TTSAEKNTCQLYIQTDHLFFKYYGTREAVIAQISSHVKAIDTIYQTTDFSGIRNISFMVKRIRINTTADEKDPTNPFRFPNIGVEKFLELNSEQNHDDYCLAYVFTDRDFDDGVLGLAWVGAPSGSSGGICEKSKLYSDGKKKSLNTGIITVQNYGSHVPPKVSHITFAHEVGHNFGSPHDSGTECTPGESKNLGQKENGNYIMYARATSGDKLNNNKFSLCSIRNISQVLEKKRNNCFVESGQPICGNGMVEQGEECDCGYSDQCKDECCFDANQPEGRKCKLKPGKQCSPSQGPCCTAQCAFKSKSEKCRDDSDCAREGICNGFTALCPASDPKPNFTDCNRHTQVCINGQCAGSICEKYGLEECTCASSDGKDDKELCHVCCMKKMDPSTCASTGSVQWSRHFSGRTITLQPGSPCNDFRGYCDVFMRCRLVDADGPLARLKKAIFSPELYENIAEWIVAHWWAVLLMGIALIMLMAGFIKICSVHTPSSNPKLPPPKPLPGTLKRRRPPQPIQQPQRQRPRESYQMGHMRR
Tn6 DDE FP: DD(E)-Tn6 binding inhibition, primary FP screen; P02675; Fibrin DD(E) TRITC-Tn6 fluorescence polarization displacement; 370,000 tested, 0.21% active; inhibition, % at 8.3 µM;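 active means inhibition above a per-campaign cutoff: mean of compounds within control limits plus 3 SD, cut at about 15% in these data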;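 further: 0% = median of all compound wells on the plate and 100% = blocking peptide control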
Target sequence (P02675 whole entry, looked up): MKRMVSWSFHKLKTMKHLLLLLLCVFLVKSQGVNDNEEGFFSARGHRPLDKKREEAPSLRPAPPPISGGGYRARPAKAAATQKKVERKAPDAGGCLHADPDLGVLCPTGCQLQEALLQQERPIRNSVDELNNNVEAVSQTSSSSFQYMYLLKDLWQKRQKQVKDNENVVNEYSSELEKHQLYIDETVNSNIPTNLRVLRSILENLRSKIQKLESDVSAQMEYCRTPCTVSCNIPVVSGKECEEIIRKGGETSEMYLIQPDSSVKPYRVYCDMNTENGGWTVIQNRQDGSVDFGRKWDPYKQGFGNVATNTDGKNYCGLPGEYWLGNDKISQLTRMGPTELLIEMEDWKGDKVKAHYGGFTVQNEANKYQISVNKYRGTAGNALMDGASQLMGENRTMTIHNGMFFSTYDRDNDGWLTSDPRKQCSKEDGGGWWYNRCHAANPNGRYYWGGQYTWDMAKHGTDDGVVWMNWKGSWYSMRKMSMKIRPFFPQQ
sPLA2-III inh: Inhibits HGIII-sPLA2 liposome hydrolysis, primary screen; 370,000 tested, 0.56% active; QFRET BODIPY PC-A2 liposome hydrolysis, fluorescence; Q9NZ20; inhibition, % at 12.2 µM;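 active means inhibition above mean plus 3 SD of compounds lying within the high and low control bounds, cut at about 19% in these data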;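 further: 0% = median of test compound wells and 100% = no enzyme DMSO wells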
ARFGAP1 inhibitor: inhibitors of rat ARFGAP1; Arfgap1-stimulated ARF1 GTP hydrolysis, GDP FP detection; inhibition, % at 16.5 µM; Q62848; AID 651572; 360,000 tested, 0.26% active;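 active means inhibition above a per-plate limit, mean inhibition of low control wells plus 3 SD, cut at about 25% in these data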;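 further: 0% = DMSO wells with enzyme and 100% = wells lacking Arfgap1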
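System: truncated rat Arfgap1 GAP domain / Medium: HEPES-based buffer, pH 7.5 / Also added: N-terminally truncated human ARF1-GTP substrate / Incubation: enzyme reaction 120 min at 25 °C after 20 min preincubation / Measured by: FP of antibody-bound GDP Alexa 633 tracer, ex 620/em 688 nm / Replicates: singlicate, each compound tested once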
proKLK7 act: proKLK7 (human) activation, primary screen; AID 652039; activation, % at 7 µM; purified proKLK7, EDANS-DABCYL substrate fluorescence; 100% is mature enzyme control, 0% vehicle; 370,000 tested, 0.9% active; P49862;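 active means activation above the mean of all tested compounds plus 3 SD, computed per campaign excluding outliers beyond control limits, cut at about 13% in these data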
The depositor's hits bear a star; i = inactive; . = not tested or not shown; & = joins results of further samples.

SMILES	GAA850 FXN act	NPR2 activator	GC-A act	rCAG binder	ASAP1 GAP inh	ADAM10 inh	Tn6 DDE FP	sPLA2-III inh	ARFGAP1 inhibitor	proKLK7 act
Cc1ccc(-c2nnc(N3CCCCCC3)c3ccccc23)cc1	2.0	0	-5	1	2	1	-4	2	8	0.3
CC(C)Oc1ccc(S(=O)(=O)N2CCOCC2)cc1NC(=O)CSC(=S)N1CCCC1	2.4	2	4	10	-4	0	0	-3	13	0.4
Cc1nn(-c2ccccc2)c(C)c1NS(=O)(=O)c1ccccc1	-0.8	3	4	-2	4	1	0	-7	-10	0.5
CCOC(=O)N1CCC(NC(=O)CSCc2nc(-c3ccc(C)cc3)oc2C)CC1	-4.9	-1	-1	-8	-13	-1	5	-1	-5	-0.1
CCCc1cc(=O)oc2cc(C)cc(OC(=O)c3ccco3)c12	-0.6	-8	-13	-1	7	-5	4	-1	12	0.4
CC(=O)c1ccc(NC(=O)COc2ccc3c(c2)OCO3)cc1	2.9	2	2	-4	-13	-8	9	1	-1	-0.2
CCCCNc1nc(NCc2ccccc2)nc2ccccc12	.	0	0	15	1	-82	-10	-2	10	-2.5
CC1CC(NC(=O)CC#N)CC(C)(C)C1 (configuration not stated)	0.8	0	3	-3	11	-1	-2	-35	-4	0.2
Cc1cc(C)c(C2=CC(=O)C[C@H](c3ccc4c(c3)OCO4)C2)c(C)c1	0.6	0	-5	-2	1	6	4	-3	1	0.3
COc1ccc(Cl)cc1NC(=O)CSc1nc(N2CCCCC2)nc(N2CCCCC2)n1	-0.7	4	0	6	-4	5	-3	5	3	0.1
CCCn1nc(C(=O)Oc2ccc3c(C)cc(=O)oc3c2)c2ccccc2c1=O	0.0	-13	-35	3	5	i	6	4	-3	54*
C#CCN(C)CC/C=C1\c2ccccc2CSc2ccccc21	1.1	-14	-15	0	-7	18	-3	0	-1	-0.3
Cc1cccc(NC(=O)C2C3C=CC4(O3)C2C(=O)N(CCCN2CCCC2)C4C(=O)NC2CCCC(C)C2C)c1 (configuration not stated)	-2.4	-4&6	6&4	-9&3	8	-2&-6	-1&5	-3&5	10	0.7&0.5
CCOC(=O)CC(=O)CSc1nc2c(sc(=S)n2-c2ccccc2)c(=O)[nH]1	-0.1	0	1	41*	1	0	7	-22	-1	0.0
CCOC(=O)C1CCN(C(=O)Cc2ccccc2OC)CC1	1.1	4	1	-5	5	3	-3	1	3	-0.2
COc1ccc(NS(=O)(=O)c2ccc(C)c(C(=O)N3CC(C)OC(C)C3)c2)cc1 (configuration not stated)	0.4	-2	2	-1	12	0	-6	4	0	-0.7
O=C(Nc1ccc(C(=O)N2CCCCC2)cc1)c1ccccc1	3.7	-1	0	0	-3	0	-1	1	-14	0.2
Cc1cc(NC(=O)c2ccc(C)s2)n(-c2ccccc2)n1	-0.2	-1	1	2	-9	2	3	5	-5	-0.2
COC(=O)[C@@]12CCCCC=C1N(CCc1ccc(Cl)cc1)C(=O)[C@H]2CC(=O)NCC1CCCCC1	.	7	-3	3	.	5	-2	-6	.	0.0
Cc1sc2nc(SCc3nc(-c4ccccc4)no3)n(-c3ccccc3)c(=O)c2c1C	1.6	2	-2	2	12	-1	-3	7	8	0.9
O=C(C[n+]1cccc(/C=N/O)c1)N1CCCCCC1	1.8	-6	2	-4	-16	1	1	3	-1	0.0
OCC1(Cc2ccccc2C(F)(F)F)CCN(Cc2ccccc2)CC1	-4.3	-6	-10	-6	7	-1	2	4	9	-0.1
COc1cc([N+](=O)[O-])ccc1NC(=O)Nc1ccc2c(c1)OCCO2	0.7	-8	0	6	7	-3	-1	7	11	0.4
CC(C)(C)Nc1nc(Cl)nc(Nc2ccccc2)n1	4.2	8	8	-2	2	3	-4	3	1	-0.1
CCc1nc2ccccc2c(C(=O)Nc2ccc(C)cc2)c1C	0.7	-3	-4	-1	-12	4	-4	0	-4	-0.2
COC(=O)Cn1c(CN(C)Cc2ccccc2)nc2c1c(=O)n(C)c(=O)n2C	-0.4	-1	5	-7	7	-9	-7	4	2	-0.1
COc1cccc(CN(C)C(=O)CSCC(=O)Nc2cccc(C)c2)c1OC	0.2	0	9	0	-5	-15	9	9	10	0.5
CC(C)=NOc1nc(NC(=O)NS(=O)(=O)c2ccccc2Cl)nc(N(C)C)n1	-1.4	8	4	-4	0	-9	-6	2	-9	0.4
NC(=O)CSc1ncnc2c1oc1ccccc12	2.3	-7	1	1	2	-10	-1	6	-2	-0.1
CCc1ccccc1NC(=O)CC(O)(C(=O)OC)C(F)(F)F (configuration not stated)	1.6	1	6	-2	-6	-3	-1	-4	-4	0.7
Cc1ccc(CNC(=O)C2CCC(=O)N2Cc2ccc(F)cc2)cc1 (configuration not stated)	1.3	7	1	-2	5	-3	-1	9	5	-0.1
Cc1ccc(-n2nc3ccc(NC(=O)C(C)C)cc3n2)cc1	7.9*	-7	-3	0	1	-268	2	3	-1	0.0
CC(=O)c1cc2c(cc1NC(=O)c1ccc(C)cc1)OCCO2	1.7	-2	7	-1	-3	-12	0	0	-14	-0.8
CCC(C)(C)NC(=O)C(c1ccncc1)N(C(=O)Cn1nnc2ccccc21)c1cc2c(cc1C(C)=O)OCO2 (configuration not stated)	-1.1	-2	-5	-5	-1	-3	-3	2	-1	0.0
Cc1ccc(C)c(N2C(=O)c3cc(N4CCOCC4)c([N+](=O)[O-])cc3C2=O)c1	0.8	-8	2	0	15	-2	-1	0	4	0.2
Cc1c(NS(=O)(=O)c2ccc(C(=O)NCc3ccccc3)cc2)c(=O)n(-c2ccccc2)n1C	0.1	-5	-1	0	-5	-10	0	-2	-14	-0.1
CCCOc1ccc(C(=O)Nc2ccccc2[N+](=O)[O-])cc1	5.0	-9	-4	2	-1	2	0	3	-7	-0.3
CC(C)(C)OC(=O)NC1CONC1=O (configuration not stated)	1.5	4	-2	-2	-1	-10	1	12	9	-0.6
C[C@H](O)[C@@H]1C(=O)N2CCc3ccc(N4CCN(C)CC4)cc3[C@@H]2C[C@@H]1N(C)C(=O)c1cccnc1	-0.4	1	0	-1	-8	-15	-13	11	-5	2.1
Cc1ccc(C(=O)NCCCNc2ccccc2[N+](=O)[O-])cc1	2.4	-6	-1	-4	-8	-5	0	-4	-2	-0.1

Part of the list above, reformatted:
| compound | GAA850 FXN act | NPR2 activator | GC-A act | rCAG binder | ASAP1 GAP inh | ADAM10 inh | Tn6 DDE FP | sPLA2-III inh | ARFGAP1 inhibitor | proKLK7 act |
| --- | --- | --- | --- | --- | --- | --- | --- | --- | --- | --- |
| OCC1(Cc2ccccc2C(F)(F)F)CCN(Cc2ccccc2)CC1 | -4.3 | -6 | -10 | -6 | 7 | -1 | 2 | 4 | 9 | -0.1 |
| COc1cc([N+](=O)[O-])ccc1NC(=O)Nc1ccc2c(c1)OCCO2 | 0.7 | -8 | 0 | 6 | 7 | -3 | -1 | 7 | 11 | 0.4 |
| CC(C)(C)Nc1nc(Cl)nc(Nc2ccccc2)n1 | 4.2 | 8 | 8 | -2 | 2 | 3 | -4 | 3 | 1 | -0.1 |
| CCc1nc2ccccc2c(C(=O)Nc2ccc(C)cc2)c1C | 0.7 | -3 | -4 | -1 | -12 | 4 | -4 | 0 | -4 | -0.2 |
| COC(=O)Cn1c(CN(C)Cc2ccccc2)nc2c1c(=O)n(C)c(=O)n2C | -0.4 | -1 | 5 | -7 | 7 | -9 | -7 | 4 | 2 | -0.1 |
| COc1cccc(CN(C)C(=O)CSCC(=O)Nc2cccc(C)c2)c1OC | 0.2 | 0 | 9 | 0 | -5 | -15 | 9 | 9 | 10 | 0.5 |
| CC(C)=NOc1nc(NC(=O)NS(=O)(=O)c2ccccc2Cl)nc(N(C)C)n1 | -1.4 | 8 | 4 | -4 | 0 | -9 | -6 | 2 | -9 | 0.4 |

(continued)
SMILES	GAA850 FXN act	NPR2 activator	GC-A act	rCAG binder	ASAP1 GAP inh	ADAM10 inh	Tn6 DDE FP	sPLA2-III inh	ARFGAP1 inhibitor	proKLK7 act
COc1cc(-c2nnn(CC(=O)N3CCOCC3)n2)cc(OC)c1OC	-3.3	1	0	2	-3	6	1	6	2	0.3
C#CCn1cnc2c(cnn2-c2ccc(C)c(C)c2)c1=O	2.7	-27	-29	0	-1	-5	5	0	-3	0.0
CCOc1ccc(N(C(C)C(=O)N/N=C(\C)C(C)(C)C)S(C)(=O)=O)cc1 (configuration not stated)	1.6	0	-2	-1	1	0	3	-2	-8	0.0
Cc1cc(C)n(-c2ccc(C(=O)NCc3ccc4c(c3)OCO4)cc2)n1	-2.6	4	-1	-2	-3	-12	2	-7	-8	0.7
COc1ccc(CC(=O)NNC(=O)COc2ccc(F)cc2)cc1S(=O)(=O)N1CCOCC1	-0.1	9	2	3	7	-16	4	7	0	0.3
O=C(O)C1CCCCC1C(=O)NCCc1ccc(F)cc1 (configuration not stated)	0.8	-4	3	-2	5	8	-8	2	10	-0.6
CCOC(=O)N1CCN(c2ccc(S(=O)(=O)N3CCOCC3)cc2[N+](=O)[O-])CC1	-0.6	0	-1	-4	0	-11	1	5	9	0.3
NS(=O)(=O)c1cccc(NC(=O)CSc2n[nH]c(-c3ccccc3Br)n2)c1	1.1	-2	1	7	1	-6	0	-18	3	-0.2
CN1CCN(S(=O)(=O)c2cccc(C(=O)N3CCc4ccccc43)c2)CC1	0.9	-1	3	0	2	-1	8	-2	4	0.3
COc1cc(OC)cc(-c2c(C#Cc3ccsc3)c3cc(-c4ccc(CN5CCOCC5)cc4)ccc3n2C)c1	-0.2	4	0	8	0	-152	-2	-3	16	0.5
O=c1oc2ccccc2c(NC2CCCCC2)c1NS(=O)(=O)c1ccc(F)cc1	-0.5	-2	-3	0	-8	4	6	-23	11	-0.7
CCOc1cc(C(=O)N2CCOCC2)ccc1OCc1ccccc1	4.1	5	-1	-10	3	-5	-5	1	9	1.0

In the list so far, these contain a Cl atom:
SMILES	GAA850 FXN act	NPR2 activator	GC-A act	rCAG binder	ASAP1 GAP inh	ADAM10 inh	Tn6 DDE FP	sPLA2-III inh	ARFGAP1 inhibitor	proKLK7 act
COc1ccc(Cl)cc1NC(=O)CSc1nc(N2CCCCC2)nc(N2CCCCC2)n1	-0.7	4	0	6	-4	5	-3	5	3	0.1
COC(=O)[C@@]12CCCCC=C1N(CCc1ccc(Cl)cc1)C(=O)[C@H]2CC(=O)NCC1CCCCC1	.	7	-3	3	.	5	-2	-6	.	0.0
CC(C)(C)Nc1nc(Cl)nc(Nc2ccccc2)n1	4.2	8	8	-2	2	3	-4	3	1	-0.1
CC(C)=NOc1nc(NC(=O)NS(=O)(=O)c2ccccc2Cl)nc(N(C)C)n1	-1.4	8	4	-4	0	-9	-6	2	-9	0.4
